PfHsp40 rescue – restores yeast growth despite PfHsp40 toxicity | S. cerevisiae expressing PfHsp40, growth rescue, ATP luminescence | growth rescue, % at 12.5 µM | 0.68% of 340,000 active | AID 504582; in the data active = growth rescue above about 28%, passing the limit was not always enough;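 note: yeast W303a lacking pdr1 and pdr3 grown in galactose medium; growth measured after three days at 30 °C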
MazEF act – activators of E. coli MazEF toxin-antitoxin RNase. activation, % at 20 µM. 0.32% of 350,000 active. P0AE70. FAM/BHQ RNA-DNA oligo cleavage fluorescence, 5 h; in the data active = activation above about 50%
Target sequence (P0AE70 whole entry, looked up): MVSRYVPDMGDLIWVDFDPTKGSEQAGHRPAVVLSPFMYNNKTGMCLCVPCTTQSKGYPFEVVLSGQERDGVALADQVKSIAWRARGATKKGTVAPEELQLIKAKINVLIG
Anthrax LF prot – inhibitors of Bacillus anthracis lethal factor protease; inhibition, % at 10 µM; AID 588501; P15917; 0.12% of 360,000 active; multiplex microsphere protease cleavage assay, LF; in the data active = inhibition above about 30%; note: plate controls were buffer without enzyme for full effect and enzyme alone for no effect
TcdB inh – TcdB glycohydrolase inhibition; P18177; TcdB glycohydrolase enzymatic assay, plate reader; inhibition, % at 9.99 µM; 0.24% of 350,000 active; AID 652162; in the data active = inhibition above about 10%
DUSP3 inh – DUSP3 (human) phosphatase inhibition; recombinant VHR phosphatase, pNPP absorbance; inhibition, % at 13.3 µM; 0.52% of 290,000 active; AID 1654; in the data active = inhibition above about 50%; note: some compounds called inactive have numbers as strong as hits
Target sequence (P51452 whole entry, looked up): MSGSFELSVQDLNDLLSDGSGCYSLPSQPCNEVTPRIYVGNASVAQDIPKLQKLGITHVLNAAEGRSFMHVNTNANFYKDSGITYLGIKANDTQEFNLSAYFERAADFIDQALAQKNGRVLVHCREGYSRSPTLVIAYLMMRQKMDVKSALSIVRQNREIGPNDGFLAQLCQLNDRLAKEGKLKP
Yp Topo-I inh – blocks Yersinia pestis topoisomerase I activity; 0.064% of 360,000 active; Y. pestis Topo-I cleavage product accumulation, plate reader; activity, % at 10 µM; AID 504884; in the data active = activity above about 50%, passing the limit was not always enough; note: inactives centre near 2
Vc quorum ag – quorum light induction in luxS cqsA deficient V. cholerae | 0.16% of 350,000 active | AID 588436 | V. cholerae BH1578 lux reporter, luminescence, 6 h | activation, % at 18.7 µM; in the data active = activation mostly above about 9.7%, no sharp cut-off; note: not every result past the cut was called active; inactives centre near 0; reference of the scale not given here
SSB-PriA inh – inhibitors of Klebsiella pneumoniae PriA binding to SSB C-terminal tail | 0.6% of 430,000 active | AID 1272365 | inhibition, % at 33 µM | AlphaScreen SSBct-PriA binding, biotinylated peptide; in the data active = inhibition mostly above about 37%, no sharp cut-off; inactive = mostly below about 20%;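 note: plate controls were negative control peptide for no effect and reference peptide for full effect; strong numbers were not always called active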
Rv3671c protease – inhibits the M. tuberculosis serine protease Rv3671c. P9WHR9. inhibition, % at 5.96 µM. 0.048% of 320,000 active. AID 2606; in the data active = inhibition above about 38%;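 note: extracellular domain of Rv3671c used as enzyme; 0% = enzyme with DMSO and 100% = no enzyme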
Target sequence (P9WHR9 whole entry, looked up, the tested form may be a part): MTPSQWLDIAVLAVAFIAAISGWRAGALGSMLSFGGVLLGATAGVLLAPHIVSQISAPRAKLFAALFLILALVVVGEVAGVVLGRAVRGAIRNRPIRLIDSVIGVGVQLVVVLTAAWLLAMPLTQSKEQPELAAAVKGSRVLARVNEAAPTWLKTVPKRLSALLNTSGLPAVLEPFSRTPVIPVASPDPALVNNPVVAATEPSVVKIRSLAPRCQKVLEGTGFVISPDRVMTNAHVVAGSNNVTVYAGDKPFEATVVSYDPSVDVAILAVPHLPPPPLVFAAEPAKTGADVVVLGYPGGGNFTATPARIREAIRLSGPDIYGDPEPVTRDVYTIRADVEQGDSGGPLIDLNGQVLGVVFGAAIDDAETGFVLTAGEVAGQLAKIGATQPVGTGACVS
SARS 3CLpro inh – SARS-CoV 3CLpro protease inhibition. P0C6X7. recombinant SARS-CoV 3CLpro, quenched FRET peptide cleavage. inhibition, % at 6 µM. 0.14% of 290,000 active; in the data active = inhibition above about 12%
An asterisk follows results filed as active; i = inactive; . = not tested or not shown; + = active, no number. Only part of the results is shown; rates above refer to the full screens.

SMILES	PfHsp40 rescue	MazEF act	Anthrax LF prot	TcdB inh	DUSP3 inh	Yp Topo-I inh	Vc quorum ag	SSB-PriA inh	Rv3671c protease	SARS 3CLpro inh
COc1ccc(CC(=O)N/N=C(\C)c2cccs2)cc1OC	-0.2	2.8	-1.2	0.9	-0.2	0.0	-0.3	.	.	-1.7
COc1ccccc1NC=C1C(=O)OC2(CCCCC2)OC1=O	1.2	3.8	-5.8	.	29.9	2.2	-0.6	-21.4	3.6	2.3
Cc1nn(Cc2c(F)c(F)c(F)c(F)c2F)c(C)c1NC(=O)c1c([N+](=O)[O-])c(C)nn1C	-2.1	0.7	-3.4	.	39.2	0.6	2.9	-4.2	4.2	1.4
CC(C)CCCC(C)NS(=O)(=O)Cc1ccccc1 (stereo not drawn)	6.1	-0.6	-2.6	.	-1.7	19.7	-0.4	-25.4	-0.9	3.8
CSc1ccc(/C=N/NC(=O)c2ccc3nc[nH]c3c2)cc1	.	18.1	-3.8	0.0	.	-0.9	-0.3	.	.	.
CC(C)N(C)c1ncnc2c1ncn2[C@H]1CN(Cc2ccncc2)C[C@@H](CO)O1	.	.	2.5	1.8	.	1.7	0.5	.	.	.
Cc1ccc(-n2nnnc2-c2ccco2)cc1	-2.0	9.7	3.4	.	-9.6	2.4	-0.3	-7.1	-2.2	0.4
O=C(N/N=C/C=C\c1ccc([N+](=O)[O-])cc1)c1cccnc1	.	12.3	-4.2	0.5	27.1	1.8	-1.2	i	1.7	-0.5
CCOc1ccc(C(C)=O)cc1COC(=O)C1=COCCO1	-0.4	5.8	-5.4	.	-3.8	-7.5	.	6.4	5.7	2.8
CCOc1ccccc1-c1cc(C(=O)N/N=C/c2cccnc2)c2ccccc2n1	0.8	11.1	-6.6	-0.7	.	15.5	-0.3	.	-2.3	.
NC1=NC[C@H](Cc2ccc(O)cc2)N1CCc1cc(C(F)(F)F)cc(C(F)(F)F)c1	-0.4	23.8	9.4	10.7*	15.2	-9.2	-0.4	5.3	4.9	.
CCOC(=O)c1ccc(NC(=O)CSc2nnc(-c3cccs3)n2C)cc1	-1.1	-16.7	-1.8	.	7.1	-0.9	i	-4.2	-6.0	-11.2
O=C(Nc1ccccc1O)c1cc(S(=O)(=O)N2CCOCC2)c(Cl)cc1Cl	-0.4	-0.8	-9.9	2.0	18.8	-6.0	0.1	-13.0	-2.3	3.4
COCCNC(=O)C(=O)N/N=C/c1ccccc1C(F)(F)F	0.1	9.5	6.6	.	44.1	0.5	i	.	-4.2	-7.7
CCCCn1c(O)c(/C=C2\C=Nc3ccccc32)c(=O)[nH]c1=O	-0.9	254.7*	13.6	0.8	27.1	-0.9	i	.	-7.4	-0.4
O=C(Cn1cnc2ccccc21)Nc1cccc([N+](=O)[O-])c1	1.8	-1.9	-0.1	1.8	8.6	0.3	-0.2	-13.4	3.1	8.5
COCCCNC(=O)C(Cc1ccccc1)NS(=O)(=O)c1ccc2c(c1)c(=O)n(C)c(=O)n2C (stereo not drawn)	0.3	10.1	-3.6	.	31.7	4.8	-0.3	-0.3	4.7	2.6
CN(C(=O)COC(=O)Cn1cnc2c1c(=O)n(C)c(=O)n2C)C1(C#N)CCCCC1	-1.0	3.4	.	0.9	.	-6.6	-0.5	-3.5	-6.9	.
Cc1ccc(S(=O)(=O)N(C)C)cc1NC(=O)C(C)OC(=O)c1ccc2c(c1)OCCO2 (stereo not drawn)	-0.8	6.2	-0.2	1.8	12.7	3.1	1.9	-10.4	-2.1	-4.7
O=C(Nc1cccnc1Cl)c1noc2c1CCc1ccccc1-2	0.0	-9.9	-1.3	1.3	13.1	3.9	i	-1.5	2.1	2.2

A second format for some results above.
Under each structure: PfHsp40 rescue, MazEF act, Anthrax LF prot, TcdB inh, DUSP3 inh, Yp Topo-I inh, Vc quorum ag, SSB-PriA inh, Rv3671c protease, SARS 3CLpro inh
> CCOc1ccccc1-c1cc(C(=O)N/N=C/c2cccnc2)c2ccccc2n1
  0.8, 11.1, -6.6, -0.7, ., 15.5, -0.3, ., -2.3, .
> NC1=NC[C@H](Cc2ccc(O)cc2)N1CCc1cc(C(F)(F)F)cc(C(F)(F)F)c1
  -0.4, 23.8, 9.4, 10.7*, 15.2, -9.2, -0.4, 5.3, 4.9, .
> CCOC(=O)c1ccc(NC(=O)CSc2nnc(-c3cccs3)n2C)cc1
  -1.1, -16.7, -1.8, ., 7.1, -0.9, i, -4.2, -6.0, -11.2
> O=C(Nc1ccccc1O)c1cc(S(=O)(=O)N2CCOCC2)c(Cl)cc1Cl
  -0.4, -0.8, -9.9, 2.0, 18.8, -6.0, 0.1, -13.0, -2.3, 3.4
> COCCNC(=O)C(=O)N/N=C/c1ccccc1C(F)(F)F
  0.1, 9.5, 6.6, ., 44.1, 0.5, i, ., -4.2, -7.7
> CCCCn1c(O)c(/C=C2\C=Nc3ccccc32)c(=O)[nH]c1=O
  -0.9, 254.7*, 13.6, 0.8, 27.1, -0.9, i, ., -7.4, -0.4

(listing goes on)
SMILES	PfHsp40 rescue	MazEF act	Anthrax LF prot	TcdB inh	DUSP3 inh	Yp Topo-I inh	Vc quorum ag	SSB-PriA inh	Rv3671c protease	SARS 3CLpro inh
CC(=O)c1c(C)[nH]c(C(=O)COC(=O)COc2ccccc2)c1C	1.7	0.5	8.8	-0.8	.	3.1	i	3.2	5.7	.
COc1ccc(C(=O)N/N=C/c2ccc(OC)c(CN3CCCc4ccccc43)c2)cc1	1.0	4.5	-6.7	.	-7.9	7.6	i	.	-30.6	0.3
Cc1cc(C)c2c(n1)SCC(=O)N2CC(=O)Nc1ccc(C)c(C)c1	-0.2	4.4	9.2	0.8	13.4	-0.4	i	-5.7	4.2	-1.2
NC(=O)C1CCN(c2cc(N3CCOCC3)ccc2[N+](=O)[O-])CC1	-1.7	-27.8	-7.5	0.1	10.6	-3.4	0.4	-4.7	5.8	-0.3
CNCC(O)c1cccc(OC(=O)c2ccccc2C)c1 (stereo not drawn)	1.0	6.8	-3.4	.	14.0	-3.7	-0.5	-14.8	-3.9	-3.2
COc1ccc(C(O)c2ncc(C(F)(F)F)cc2Cl)cc1 (stereo not drawn)	-1.4	5.9	-11.7	-0.1	-2.4	3.2	i	-5.8	-6.2	3.3
COc1ccc(Cc2nc3ccc(C(=O)N4CCCC4)cc3o2)cc1	-1.5	1.6	1.0	1.7	20.2	10.4	-0.3	-21.6	-6.1	1.5
Cc1ccccc1C(=O)NC1CCN(CC(=O)N2CCCCC2C)CC1 (stereo not drawn)	0.4	10.6	-1.8	1.8	0.5	-4.6	i	-9.1	9.7	-1.4
CCCCn1c(=S)[nH]c2c(=O)n(C)c(=O)n(C)c21	.	-12.1	1.5	52.4*	.	1.0	1.4	.	.	.
COc1ccc(NC(=O)CSC(C)c2nc3ccccc3c(=O)[nH]2)cc1 (stereo not drawn)	0.6	3.0	0.2	1.2	-1.6	-3.0	i	9.9	4.5	-1.3
Cc1ccc(S(=O)(=O)Nc2ccc3c(c2)nc(CCN2CCN(c4ccccn4)CC2)n3C)cc1	-0.5	7.5	-2.7	1.0	24.4	5.1	i	17.1	-6.2	1.2
O=c1cc(NC2CCCCCC2)[nH]c(=O)[nH]1	-0.1	5.8	-2.9	.	29.3	0.9	0.4	0.4	-4.4	2.4
CCCCOc1ccc(C(=O)NCC(=O)NCC(=O)OCC)cc1	-1.2	4.4	8.3	.	20.8	-8.4	0.3	-3.3	3.9	-0.4
CN(CC(=O)Nc1ccc(Cl)c(Cl)c1)CC(=O)Nc1ccc2c(c1)OCO2	1.2	-8.9	-13.7	-0.7	.	4.5	-0.6	5.9	-8.2	.
COC(=O)c1sccc1NC(=O)c1csc(C)c1	-0.2	-1.7	-1.7	.	-18.3	-0.9	1.4	-35.0	-13.0	1.6
CC(NC(=O)C1CCN(S(=O)(=O)c2cc([N+](=O)[O-])ccc2Cl)CC1)c1ccccc1 (stereo not drawn)	-0.8	5.6	-1.3	0.2	-1.0	11.0	-0.2	-16.9	-4.8	2.1
COC(=O)C1=C(C)NC2=C(C(=O)CC(C)(C)C2)C1c1cn(Cc2ccc(Br)cc2)nc1-c1ccccc1 (stereo not drawn)	-0.6	0.1	-4.4	.	-1.0	8.0	i	-20.6	-21.4	5.8
CCN(CC)C(=O)Cn1cc(/C=C2\C(=O)NC(=O)N(c3ccccc3F)C2=O)c2ccccc21	0.1	-614.7	1.4	0.9	15.5	15.8	-0.6	-14.1	-13.9	16.8*
C=C(C)c1cccc(C(C)(C)NC(=O)NCC2CCCO2)c1 (stereo not drawn)	-0.1	2.1	0.1	.	-1.4	-1.2	-0.5	-4.2	-5.4	-5.1
O=C1c2ccncc2C(=O)N1c1cccc(Cl)c1	-0.1	-1.2	-1.7	0.2	-15.2	-2.1	i	-2.0	-5.2	-3.0
Cc1ccc(NC(=O)CSCC#N)cc1	-1.2	3.5	-8.0	.	18.7	5.7	-0.2	-14.8	2.5	-1.7
Cc1ccc(C(=O)c2c3ccc([N+](=O)[O-])cc3[n+]([O-])n2CCC(N)=O)cc1	3.0	1.0	.	0.7	9.5	5.6	6.6	15.8	10.2	12.4*
COc1ccc(CNC(=O)N2[C@H]3CC[C@@H]2C=C(c2ccc(F)cc2OCc2ccccc2)C3)cc1OC	.	-2.1	-6.6	-0.4	.	23.0	0.0	.	.	.
COc1ccccc1C(=O)C1CCCN(Cc2cnc(C)s2)C1 (stereo not drawn)	-1.3	6.0	-6.7	0.7	18.6	7.8	i	1.9	0.0	0.9
COC(=O)C1CCN(C(=O)COC(=O)c2ccc(N3CCCC3=O)cc2)CC1	-1.1	1.7	-6.3	0.2	.	-2.0	i	-7.7	-2.9	.
C=CCn1c(SCC(=O)Nc2nccs2)nnc1-c1ccco1	0.2	-3.0	0.2	.	9.1	-8.2	i	-9.2	0.9	5.1
CCC(C)[C@H](NC(=O)N1CCCCC1)C(=O)OC (stereo partly drawn)	-1.0	5.4	34.7*	0.6	23.3	-1.4	-0.7	-7.2	4.8	-0.8
COc1cc2c3nnc(-c4ccc(F)cc4)c-3cn(Cc3ccccc3)c2cc1OC	1.1	+	-1.9	1.6	-1.9	-1.1	-0.2	-3.2	-19.8	-8.4
CC(=NNS(=O)(=O)c1ccc([N+](=O)[O-])cc1)c1ccc(C)cc1	0.2	18.1	1.6	-0.8	.	-2.5	.	-10.3	.	.
Cc1cccc(OCCCCCN2CCOCC2)c1	0.0	1.6	10.3	-0.6	16.6	-11.1	i	-9.3	.	1.2
Cc1cc(C(N)=O)c2ccccc2n1	-0.6	-3.6	-2.4	.	1.5	-5.4	i	-14.3	1.6	2.3
CCC1=Nc2cc(C(=O)NCCCN3CCN(C)CC3)ccc2Sc2ccccc21	-1.9	23.4	0.5	0.3	10.4	-11.0	-0.3	15.4	-4.8	0.3
COc1ccc(/C=N/NC(=O)C2C3CCCCC32)cc1OC (stereo not drawn)	0.5	11.3	4.8	6.0	37.4	1.7	-0.3	.	11.1	0.5
O=C(C[n+]1cc(-c2ccc(Cl)cc2)n2c1CCC2)Nc1nc(-c2ccc(F)cc2)cs1	-2.1	-11.9	15.4	0.5	8.5	3.2	-0.7	15.8	1.6	-7.9
Cc1ccc(NC(=O)C2CC(=O)N(C(C)C)C2)cc1Cl (stereo not drawn)	-0.2	2.2	-5.1	0.9	18.5	-1.6	-2.8	-9.4	5.8	-8.2
O=C(O)CSCC(=O)Nc1ccccc1	-0.8	-13.6	-1.3	1.6	.	1.9	-1.4	-7.6	1.2	-3.0
CCN(C(=O)c1ccc(N2CC3CC(C2)c2cccc(=O)n2C3)c(NC(=O)c2ccncc2)c1)c1cccc(C)c1 (stereo not drawn)	-0.4	0.4	0.0	-2.1	2.3	40.1	i	0.3	-8.7	-8.6
O=C(NCc1ccccc1)c1nncc(-c2ccccc2)n1	1.8	3.4	1.4	1.2	.	1.4	-1.6	-13.0	-1.0	.
O=S(=O)(CCN1CCN(c2ccccn2)CC1)c1ccc(F)cc1	1.4	-0.5	-12.2	-0.9	7.7	-3.7	-0.8	-22.9	3.0	0.1

Bioassay records (PubChem BioAssay)
